MT stabilize HCS – microtubule stabilizers in HeLa cells; 0.83% of 200,000 active; % tubulin-high responders, % at 10 µM; HeLa tubulin immunostaining HCS, 24 h; share of cells brighter than vehicle mean+2SD; AID 2205;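 active means plate Z-score above 3 for both tubulin-high and condensed-nucleus cell shares, with cell loss under 80%, at 10 µM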;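 further: anti alpha tubulin signal scored within the nucleus-defined area of each cell; some results filed as inactive read as strong as hits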
T cell HTS – T cell immune modulation candidate; calls only at 7 µM; 0.068% of 330,000 active; 2C CD8+ T cell-vesicle binding, flow cytometry; stronger effect = lower value; AID 2052;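 active means response, share of CD8 T cells binding vesicles, and their 90th percentile fluorescence all below set limits, cut at about 80% in these data, passing the limit was not always enough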
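Material: 2C TCR transgenic mouse naive CD8+ T cells, MACS-purified. Also added: QL9-charged Drosophila Ld/ICAM-1/B7-1 vesicles. Timing: binding 1.5 h at 37 °C. Measured by: high-throughput flow cytometry with anti-B7-1 and anti-CD8 staining. Read-out: percent CD8+ FL2 mean versus row control. Controls: Unloaded micro-vesicles (low), QL9 vesicles with 0.7% DMSO (high).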
Dynein transport – dynein cargo transport inhibition. 3617.4 mouse cells, GR-EGFP nuclear translocation imaging; test concentration mostly 20 µM; stimulated with dexamethasone, 1 µM; stronger effect = lower value. z-score, hits read low. 0.47% of 220,000 active. AID 1381;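 active means plate z-score of nuclear minus cytoplasmic receptor signal below a set negative limit, without overly bright fluorescence or cell loss, cut at about -3.5 in these data, passing the limit was not always enough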;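 further: z-score of nuclear minus cytoplasmic ring GR-EGFP intensity difference per well; some compounds called inactive have numbers as strong as hits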
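Buffer or medium – tet-free medium with charcoal-stripped serum · Signal – automated 10x imaging of fixed Hoechst-stained cells · Also added – dexamethasone agonist, 1.0 µM final, for 30 min · Incubation – induction 48 h, compound 1 h, agonist 30 min · Read-out – GR-EGFP nuclear translocation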
P. falciparum M1AAP – malaria alanyl aminopeptidase activity blockers – biochemical, fluorogenic H-Leu-NHMec substrate, 1536-well (AID 1445) | recombinant M1AAP, H-Leu-NHMec fluorogenic kinetic assay; higher % means a stronger effect | inhibition, % at 30 µM, or IC50 in µM where a hit was titrated | 0.42% of 220,000 active;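 active means primary inhibition above the hit cutoff, then over 50% inhibition at one or more dose response concentrations, cut at about 23% in these data, passing the limit was not always enough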;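 further: plate controls were DMSO full reaction for no effect and no enzyme background for full effect; strong numbers were not always called active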
M17LAP inhibition – P. falciparum M17LAP inhibitors, primary screen, biochemical, fluorogenic H-Leu-NHMec substrate, 1536-well (AID 1619); 0.38% of 220,000 active; recombinant M17LAP, H-Leu-NHMec fluorogenic kinetic assay; higher % means a stronger effect; one-dose inhibition, % at 30 µM; IC50 in µM for titrated hits;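 active means compound inhibiting the enzyme by more than half at any dose during confirmatory dose-response retesting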;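 further: plate controls were full reaction with DMSO carrier for no effect and no enzyme background for full effect; strong numbers were not always called active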
Yfh1-off respiration – enhancers of respiration in Yfh1-depleted yeast, dose response, Friedreich's ataxia, plus single-dose screen (AID 1465); S. cerevisiae Yfh1-off respiration, WST-1 reduction, 72 h; higher fold induction means a stronger effect; fold induction at 50 µM; hits with a dose series show EC50 in µM; 0.074% of 220,000 active;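 active means fold induction of absorbance versus untreated yeast above a set limit, then at least 30% activation at any dose in follow-up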;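 further: activators that raise dye reduction in frataxin-depleted yeast; strong numbers were not always called active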
bCat nuc transl – beta-catenin nuclear translocation modulation | nuclear translocation activity, % at 5 µM | HeLa beta-catenin nuclear translocation, immunofluorescence imaging | 0.3% of 190,000 active;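 active means nuclear translocation activity above 50% at 5 µM, with a well cell count of 50 or more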;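 further: per-cell ratio of nuclear to cytoplasmic median beta-catenin stain intensity; plate controls were DMSO negative control for no effect and GSK-3 inhibitor IX positive control for full effect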
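System: Human HeLa cells, endogenous beta-catenin | Compound dosing: 5 µM primary, 0.02–20 µM confirmation | Timing: 24 h compound exposure at 37°C, 5% CO2 | Measured by: Fluorescence imaging of beta-catenin antibody stain plus DAPI | Read-out basis: % activation of per-cell nuclear versus cytoplasmic median beta-catenin signal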
WT yeast gro inh – growth inhibition of WT yeast, mitochondrial fusion screen; mitochondrial fusion phenotypic screen, WT strain; inhibition, % at 10 µM; 2.1% of 190,000 active; AID 1362; in the data active means inhibition above about 58%; tested in S. cerevisiae
Autophagy mod – autophagy modulation, high-content screen | AID 463193 | calls only at 10 µM (by protocol) | MEF GFP-LC3 puncta imaging; test concentration mostly 10 µM | 0.98% of 190,000 active;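 active means percentage of spot-positive cells more than 3 SD above its plate mean, without a fluorescence outlier flag or 80% toxicity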;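 further: spot-positive cell cutoff set from DMSO-treated cells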
WT yeast gro inh mutant strain – second read-out of WT yeast gro inh, no call of its own (marks repeat the call); inhibition, %; mitochondrial fusion phenotypic screen, mutant strain inhibition
Dynein transport cytoplasmic EGFP – second read-out of Dynein transport, no call of its own (marks repeat the call); z-score; measured here: cytoplasmic GR-EGFP intensity; stronger effect = higher value
Dynein transport nuclear GR-EGFP – second read-out of Dynein transport, no call of its own (marks repeat the call); z-score; measured here: nuclear GR-EGFP intensity;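 lower value marks the stronger effect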
Dynein transport cell count – recorded beside Dynein transport, whose call it bears; z-score; measured here: cell count per field
bCat nuc transl cell count 5 µM – second read-out of bCat nuc transl, no call of its own (marks repeat the call); cell count; measured here: cell count, cytotoxicity flag
T cell HTS vesicle-bound % – further read-out of T cell HTS, marked with its call; double positive events, %; measured here: CD8+ vesicle-bound cell fraction;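 binding gate set so that unloaded-vesicle control wells show 10% double positive cells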
MT stabilize HCS Hoechst-high % – further read-out of MT stabilize HCS, marked with its call; % Hoechst-high responders; measured here: nuclear condensation Hoechst responders;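 share of cells brighter than vehicle mean plus two SD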
MT stabilize HCS cytotoxicity % – further read-out of MT stabilize HCS, marked with its call; toxicity, %; measured here: cytotoxicity by cell density;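 0% = mean cell density of plate MIN control wells and 100% = no cells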
Autophagy mod cell loss 18 h – recorded beside Autophagy mod, whose call it bears; toxicity, %; measured here: cell loss, nuclei count;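 cell loss after 18 h compound exposure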
Numbers without * were called inactive; i = inactive; / = no result given.

no.	canonical_smiles	MT stabilize HCS Hoechst-high %	Dynein transport nuclear GR-EGFP	Dynein transport	WT yeast gro inh	Autophagy mod	bCat nuc transl cell count 5 µM	T cell HTS vesicle-bound %	bCat nuc transl	Dynein transport cell count	Autophagy mod cell loss 18 h	P. falciparum M1AAP	MT stabilize HCS	Yfh1-off respiration	MT stabilize HCS cytotoxicity %	WT yeast gro inh mutant strain	Dynein transport cytoplasmic EGFP	M17LAP inhibition	T cell HTS
1	O=CN1N=C(c2ccccc2)CC1c1ccccc1[N+](=O)[O-] (stereo unspecified)	3.3	0.026	-0.056	-5	i	549	43	-1.6	0.62	-3	0%	3.0	i	8.6	-2	-0.21	-9%	i
2	Cc1ccc(-n2nnnc2SCC(=O)NC2CCCc3ccccc32)c(C)c1 (stereo unspecified)	1.5	-0.81	-1.1	17	i	450	45	3.8	0.61	-13	-3%	2.6	i	7.5	-7	-0.22	8%	i
3	O=C(CN1C(=O)NC2(CCCCC2)C1=O)Nc1cccc(S(=O)(=O)N2CCOCC2)c1	/	-0.44	-0.96	/	/	1295	19	1.3	0.47	/	-6%	/	i	/	/	-0.24	4%	i
4	CCOc1ccc(C)cc1S(=O)(=O)n1ccc(C)n1	1.8	-0.069	-0.73	8	i	1045	47	-0.6	0.15	8	-1%	2.6	i	4.1	12	-0.28	-4%	i
5	Cc1ccc(S(=O)(=O)N(CC(=O)N2CCC(C(N)=O)CC2)Cc2ccc(F)cc2)cc1	1.5	0.76	0.66	10	i	1090	31	-0.3	0.32	-4	0%	2.2	i	6.9	6	-0.14	13%	i
6	CCN(CC)C(=O)C(=O)c1cc(C)n(-c2ccc(F)cc2)c1C	2.5	-0.36	-1.1	-12	i	1024	59	1.7	0.39	3	6%	5.2	i	4.4	4	-0.38	0%	i
7	COc1ccc(C2CC(c3cccc(OC)c3OC)n3nnnc3N2)cc1 (stereo unspecified)	2.4	0.23	-0.12	-7	i	841	44	-4.2	0.26	1	0%	5.0	i	6.1	18	-0.2	3%	i
8	O=C(NC(=S)Nc1cnc2ccccc2c1)c1ccccc1	2.0	0.4	-0.32	23	i	867	56	2.3	0.24	15	7%	3.8	i	7.6	37	-0.35	-1%	i
9	COc1cccc(C(=O)Oc2ccccc2/C=C\C(=O)c2cc3ccccc3o2)c1	2.3	-2.3*	-4*	17	i	1076	/	-1.4	0.017*	26	11%	7.1	i	12	25	0.49*	14%	/
10	Clc1ccc(-n2cc(COCc3ccccc3)nn2)cc1	2.4	-0.74	-0.91	6	i	1126	51	0.9	0.81	10	0%	2.6	i	3.2	5	-0.2	-3%	i
11	Cc1ccc2[nH]c(=O)c(CN(CCO)C(=O)N(C)C)cc2c1	0.8	1.6	3.1	/	i	/	15	/	-2.1	2	/	4.8	i	6.4	/	-0.085	/	i
12	Cc1ccc(NCc2nnc(SCC(=O)N3c4ccccc4Sc4ccccc43)o2)c(C)c1	2.6	0.34	0.48	17	i	962	40	-1.0	0.071	-21	-2%	3.6	i	7.6	11	-0.24	7%	i
13	CCN(CC)CCn1c(NCc2cccc(OC)c2)nc2ccccc21	1.3	-0.65	-1.6	1	i	1069	37	-1.9	3	36	4%	2.9	i	12	4	-0.35	14%	i
14	CC12CCC(O)CC1=CCC1C2CCC2(C)C1CCC21CCC(=O)O1 (stereo unspecified)	4.6	-0.95	-0.99	75*	i	533	43	-5.6	0.96	3	0%	3.3	i	3.9	17*	-0.3	-1%	i
15	Cc1cc(SCC(=O)N2CCC(c3noc4ccc(F)cc34)CC2)nc2ccccc12	1.4	-0.89	-0.48	-7	i	/	22	/	1.5	-5	8%	1.6	i	0.1	-6	-0.22	1%	i
16	CC(=O)Oc1ccc(-c2nc(-c3cccnc3)no2)cc1	2.2	-0.52	-0.68	10	i	/	35	/	0.19	-1	0%	3.0	i	0.1	26	-0.26	-2%	i
17	CCS(=O)(=O)N1CCC(C(=O)NCc2ccco2)CC1	2.1	-0.03	-0.004	10	i	1343	41	-2.0	0.68	-6	4%	1.8	i	7.4	-16	0.72	4%	i
18	COc1cccc(Cn2nnc(C(=O)NCCc3ccc(Cl)cc3)c2N)c1	3.4	-0.12	-0.21	22	i	/	62	/	0.61	13	-4%	2.9	i	7.2	0	-0.27	3%	i
19	O=S(=O)(NCCN1CCOCC1)c1ccc(Cl)s1	3.1	1.3	1.5	-10	i	940	33	8.8	-0.96	-1	-1%	3.1	i	5.6	-1	-0.35	-6%	i
20	CCC(C)[C@H](NC(=O)Nc1ccc(Oc2ccccc2)cc1)C(=O)O (stereo partly specified)	2.0	0.035	0.22	-3	i	1360	15	0.1	-0.29	-1	9%	1.4	i	8.4	-23	-0.078	22µM*	i
21	O=C(Cc1cc(=O)[nH][nH]1)N/N=C/c1ccccc1[N+](=O)[O-]	2.2	0.55	0.15	-4	i	990	41	-3.6	0.089	16	11%	4.5	i	3.1	-3	-0.27	52%	i
22	COc1ccc(C(=O)NN2C(=O)C3C4C=CC(O4)C3C2=O)cc1 (stereo unspecified)	2.5	0.69	0.15	-3	i	1357	61	0.7	0.65	0	4%	3.0	i	3.9	4	0.15	-4%	i
23	Cc1nn(Cc2ccc(C(=O)Nc3ccccc3F)cc2)c(C)c1Cl	1.9	0.53	1.7	-3	i	1356	49	0.6	-1.1	8	-14%	2.7	i	11	-8	1	-6%	i
24	Cn1c(=O)cc(OCCCC(=O)NCCC2=CCCCC2)c2ccccc21	2.2	0.35	1.3	-8	i	1117	53	-0.1	-1.7	22	0%	1.6	i	10.0	-5	-0.13	-11%	i
25	CCCN(CC1CC1)C(=O)CSc1nnc(-c2ccco2)n1N	1.5	-0.31	-0.87	-6	i	1079	11	-0.3	0.43	4	-1%	1.5	i	6.9	-5	-0.27	-3%	i
26	COC(=O)c1ccc(N2CCN(C)CC2)c(NC(=O)c2cc3ccccc3o2)c1	2.4	-0.36	-0.9	0	i	1092	28	-0.4	1.2	-14	11%	1.8	i	9.4	-2	-0.17	-4%	i
27	O=C1C2C3C=CC(C2C(=O)N1C1CCCCC1)C1C2C(=O)N(C4CCCCC4)C(=O)C2C31 (stereo unspecified)	2.6	0.33	0.6	2	i	1019	38	0.7	0.18	0	4%	3.9	i	11	2	-0.27	-3%	i
28	Cc1nc2cncc(Br)c2n1C	3.2	0.068	-0.27	11	i	734	38	-3.1	0.3	-1	0%	5.0	i	8.6	2	-0.23	4%	i
29	Cc1ccc(S(=O)(=O)Nc2nc3c(s2)C(=O)CC(C)(C)C3)cc1	1.4	0.25	1.3	12	i	1461	19	0.1	-1.1	-10	-1%	3.1	i	0.6	4	-0.0025	94µM*	i
30	Cc1cc(OCC(=O)O/N=C(\N)c2ccccc2)cc(C)c1Cl	1.3	-0.55	-0.29	8	i	804	27	0.3	0.44	-2	-1%	0.4	i	8.5	-4	-0.22	1%	i
31	O=[N+]([O-])c1cc(CN2CCC(O)CC2)ccc1Cl	2.3	-0.34	-0.14	-7	i	1078	10	-4.5	0.39	0	-2%	2.4	i	7.1	-3	-0.34	-5%	i
32	Cn1nc(C(=O)Nc2nc3ccccc3[nH]2)ccc1=O	1.9	-0.11	1.1	2	i	1054	52	1.4	0.11	33	-1%	1.6	i	3.1	0	-0.34	11%	i
33	O=C(Nc1ccc2c(c1)OCCO2)c1cccs1	2.6	0.15	0.1	7	i	1028	59	0.8	0.61	-12	0%	3.1	i	7.1	18	-0.25	11%	i
34	CCCn1c(=N)n(CC(=O)C(C)(C)C)c2ccccc21	2.2	1.1	1.1	19	i	1161	54	-3.0	-1.4	2	4%	6.0	i	5.1	29	-0.22	5%	i
35	COc1ccc(CCNC(=O)CN(c2ccc(OC)c(OC)c2)S(C)(=O)=O)cc1	2.1	0.16	0.17	0	i	1093	31	-0.7	-0.013	5	11%	3.5	i	8.0	1	0.58	-3%	i
36	O=C(COC(=O)c1ccccc1O)Nc1ccc(OC(F)F)cc1	0.5	0.42	0.22	-9	i	1091	45	-1.4	0.58	4	11%	1.6	i	29	-5	-0.26	-3%	i
37	CCOC(=O)c1cc(-c2ccccc2)sc1NC(=O)COC(=O)c1ccc(Cl)c(S(N)(=O)=O)c1	0.7	1.4	1.1	5	i	1443	42	0.7	-1.7	25	10%	3.6	i	20	-1	1.5	8%	i
38	Cn1nnc(NC(=O)c2ccccc2F)n1	2.1	-0.17	-0.53	-3	i	922	24	-5.8	0.9	-2	-1%	1.7	i	4.4	7	-0.21	0%	i

Source: PubChem (several laboratories)
